T cell HTS: T cell immune modulators affecting CD8 T cell-vesicle binding | 330,000 tested, 0.068% active | 2C CD8+ T cell-vesicle binding, flow cytometry; active compounds read low | calls only at 7 µM;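 active = response, share of CD8 T cells binding vesicles, and their 90th percentile fluorescence all below set limits, cut at about 80% in these data, passing the limit was not always enough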
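incubation = binding step 1.5 h, 37 °C, antibody labelling 20 min, ice | test system = 2C mouse CD8+ T cells | read-out basis = percent CD8+ FL2 mean versus row control | controls = Peptide-free naked vesicles (low) and QL9 vesicles with 0.7% DMSO vehicle (high) | detection = flow cytometry of vesicle-bound cells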
T cell HTS vesicle-bound %: further read-out of T cell HTS, marked with its call; double positive events, %; measured here: CD8+ vesicle-bound cell fraction;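 binding gate set so that unloaded-vesicle control wells show 10% double positive cells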
The depositor's hits bear a star; i = inactive.

SMILES | T cell HTS | T cell HTS vesicle-bound %
NC(=O)c1ccc(SCC(=O)OCC(=O)NC2CCCCCCC2)c([N+](=O)[O-])c1 | i | 28.6
COc1ccccc1CCC(=O)Nc1nccs1 | i | 51.7
CC1CCCC(NC(=O)COC(=O)/C=C/c2ccco2)C1C (stereo unspecified) | i | 52.4
COCCCN1C(=O)c2ccc(C(=O)Nc3ccc(C)cc3C)cc2C1=O | i | 48.7
CN(Cc1ccccc1)C(=O)c1ccc(NC(=O)Cc2cccc(NC(=O)C3CCCN(C(=O)C4CCC4)C3)c2)cc1 (stereo unspecified) | i | 26.1
N/C(=N\OC(=O)COc1ccccc1)c1cccnc1 | i | 25.3
O=C(CSc1nnc(-c2ccccc2F)o1)NC(=O)Cc1ccccc1 | i | 5.2
COC(=O)C1=CO[C@@H](O[C@@H]2O[C@H](CO)[C@@H](O)[C@H](O)[C@H]2O)[C@H]2[C@@H]1C(=O)C[C@@H]2C | i | 19.1
Cc1ccc(C(=O)NCC(=O)OCC(=O)c2ccc(Br)s2)cc1 | i | 56.9
Cc1c(C(=O)Nc2ccc3nc(N4CCOCC4)sc3c2)oc2ccccc12 | i | 13.9
NCCCC[C@H]1CN=C(N)N1CC1CCCCC1 | i | 29.5
O=[N+]([O-])c1cccc(CP(=O)(c2ccccc2)c2ccccc2)c1 | i | 15.1
Cc1cc(C)n(CC(=O)NNC(=O)CC(C)c2ccccc2)n1 (stereo unspecified) | i | 13.7
CCN(CC)CCn1c2c(c(SCC(=O)Nc3ccc(C)c(F)c3)nc1=O)CCCC2 | i | 31.5
CNC(=O)c1ccc(NC(=O)c2cc(S(=O)(=O)N3CCOCC3)ccc2N2CCCC2)cc1 | i | 41.0
O=C1NC(c2ccccc2)=CC(c2ccccc2O)N1 (stereo unspecified) | i | 30.2
Cc1cc(-c2ccccc2)c2c(=O)n(-c3ccccc3)[nH]c2n1 | i | 53.4
Cc1noc(NS(=O)(=O)c2ccc(NC(=O)c3ccccc3NS(=O)(=O)c3ccc(F)cc3)cc2)c1C | i | 32.5
Cc1ccc(NC(=O)CN(C)C(=O)CCSc2ccc(F)cc2)cc1 | i | 20.7
CCCCCCSc1ccc([C@@H]2[C@@H]3C(=O)N(C)C(=O)[C@@H]3[C@]3(C(=O)OC)CCCCN23)cc1 | i | 13.4
COc1ccc([C@@H]2CC=C(C(=O)O)[C@H](c3ccc(C)cc3)N2S(=O)(=O)c2ccccc2C)cc1 | i | 15.6
Nn1c(SCC(=O)NCC2CCCO2)nnc1-c1ccc(OC(F)F)cc1 (stereo unspecified) | i | 23.8
Cc1onc(-c2ccccc2Cl)c1C(=O)OCC(=O)N1CCCCC1 | i | 24.8
C=C(C)CN(CC)c1ccc(N2C(=O)CCCC2=O)cc1[N+](=O)[O-] | i | 28.6
Cc1cccc(CN2C(=O)[C@H]3Cc4c([nH]c5ccccc45)C(C)(C)N3C2=O)c1 | i | 50.0
O=C(NCc1ccco1)c1cc(S(=O)(=O)NC2CC2)ccc1Br | i | 36.3
Cc1cccc(NC(=O)c2nc[nH]c2C(=O)NCc2ccccc2)c1 | i | 34.3
COC(=O)Cn1c(=O)c2c(nc3n2CCCN3CCc2ccc(OC)c(OC)c2)n(C)c1=O | i | 42.0
CC(Sc1nnc(N)s1)C(=O)NC1CCCCC1C (stereo unspecified) | i | 51.0
Cc1nn(-c2ccccc2)c(C)c1NC(=O)COC(=O)CC(C)c1ccccc1 (stereo unspecified) | i | 17.4
Cc1ccc(S(=O)(=O)Nc2ccccc2F)cc1C(=O)NNC(=O)c1csc(N2CCOCC2)n1 | i | 28.5
COc1cc(/C=C2\Oc3ccc(C#Cc4ccc(O)cc4)cc3C2=O)cc(OC)c1 | i | 8.4
COc1cc(C(=O)N(C)CC(=O)Nc2cccc(F)c2)ccc1OCc1ccccc1 | i | 27.6
Oc1ccc(Cl)cc1CNCc1ccc(F)c(F)c1 | i | 45.7
O=C(COC(=O)CSc1ccccc1)Nc1ccc(F)cc1F | i | 37.2
O=C1CCc2ccccc2N1Cc1ccccc1 | i | 28.6
CCc1ccc2nc(NC(=O)C3CCN(c4ncnc5sc(C)c(C)c45)CC3)sc2c1 | i | 20.4
Cc1ccc(C)c(OCCC(=O)OCC(=O)Nc2ccc(N3CCOCC3)cc2)c1 | i | 6.0
O=C(COc1ccc(Br)cc1F)NC1CC1 | i | 30.3
COc1ccc(CCNC(=O)C(C)SCC(=O)Nc2ccc(F)cc2)cc1 (stereo unspecified) | i | 33.7
Cc1ccc(C(=O)CCC(=O)Nc2ccc(C)cn2)cc1 | i | 40.4
CSc1nnc(SCC(=O)NC(=O)c2ccccc2)s1 | i | 50.4
CCCCCC(=O)Nc1ccc(C2C(=O)c3ccccc3C2=O)cc1 | i | 5.8
Cc1nccn1C(c1ccccc1)c1ccccc1 | i | 32.9
CC(NC(=O)COC(=O)c1cc([N+](=O)[O-])ccc1N1CCOCC1)c1ccc(F)cc1 (stereo unspecified) | i | 56.4
NC(=O)C1CN(C(=O)c2cccc(S(=O)(=O)N3CCc4ccccc43)c2)c2ccccc2O1 (stereo unspecified) | i | 10.9
Cc1c(C(=O)OC(C)C(=O)N(C)Cc2ccccc2)oc2ccccc12 (stereo unspecified) | i | 39.7
CCC1CCCCN1C(=O)COc1ccc(S(=O)(=O)N2CCOCC2)cc1Cl (stereo unspecified) | i | 9.4
COCCCN(C(=O)c1cc(-c2ccco2)nc2ccccc12)c1c(N)n(Cc2ccccc2)c(=O)[nH]c1=O | i | 22.0
C/C=C(\NC(C)=O)c1ccccc1 | i | 41.3
CCCCNC(=O)c1onc(CSc2ccc(Cl)cc2)c1C(=O)NCCCC | i | 12.6
Cc1noc(C)c1NC(=O)N(C)C[C@H]1Oc2ccc(NC(=O)c3ccncc3)cc2C(=O)N([C@H](C)CO)C[C@@H]1C | i | 11.7
O=C(OCc1c(-c2ccccc2)ncc2ccccc12)c1ccc(F)cc1 | i | 48.2
CC(=NNC(=O)c1cccs1)c1ccc2c(c1)OCCO2 | i | 53.3
O=C1/C(=C/c2ccc3c(c2)OCO3)Oc2cc(OCC(=O)N3CC(O)C[C@H]3C(=O)O)ccc21 (stereo partly specified) | i | 53.2
COc1ccc(NC(=O)Cc2ccsc2)cc1S(=O)(=O)N1CCCCC1 | i | 27.4
CCN(C[C@H]1N[C@@](CC)(C(=O)OC)[C@H]2C(=O)N(Cc3ccccc3)C(=O)[C@@H]12)C(=O)c1ccc(C)cc1 | i | 24.4
CC(=O)Nc1cc(NC(C)=O)cc(C(=O)OC(C)C(=O)Nc2ccc(S(=O)(=O)N3CCCC3)cc2)c1 (stereo unspecified) | i | 30.2
Cc1cccc(C(C)C)c1NC(=O)CSc1cccc[n+]1[O-] | i | 21.2
O=C(NC1CC(=O)N(c2cccc(F)c2)C1)N1CCN(C(=O)c2ccco2)CC1 (stereo unspecified) | i | 56.1

More records.
SMILES | T cell HTS | T cell HTS vesicle-bound %
COC(=O)c1c(NC(=O)COC(=O)CC(NC(C)=O)c2ccccc2)sc(C)c1C (stereo unspecified) | i | 26.7
CCC1(c2ccc(F)cc2)NC(=O)N(CC(=O)NC2CCCCCC2)C1=O (stereo unspecified) | i | 56.2
O=C(COC(=O)c1cccs1)Nc1ccc(Cl)cn1 | i | 49.4
CCCN(C(=O)COC(=O)COc1c(C)cccc1C)c1c(N)n(Cc2ccccc2)c(=O)[nH]c1=O | i | 16.6
C[C@H](CO)N1C[C@H](C)[C@@H](CN(C)S(C)(=O)=O)Oc2ccc(NC(=O)Nc3ccc(C(F)(F)F)cc3)cc2C1=O | i | 18.8
CCCN(CCc1ccccc1)C1CCc2c(O)cccc2C1 (stereo unspecified) | i | 22.6
O=C(O)c1cccc(-c2noc(-c3cccc(Cl)c3)n2)c1 | i | 47.3
CCCCN1CC(=O)N2[C@H]3c4cc(Cl)ccc4OC[C@@H]3[C@H](C(=O)OCC)[C@]2(C)C1=O | i | 46.7
COc1ccccc1NC(=O)COC(=O)c1[nH]c(=O)[nH]c(=O)c1N | i | 54.8
Cc1ccccc1C(=O)N1CCC(C(=O)OCc2nc(N)nc(Nc3ccccc3)n2)CC1 | i | 49.4
COc1cc(OC)cc(C(=O)NC(=S)N2CCCCC2c2cccnc2)c1 (stereo unspecified) | i | 20.1
COc1ccc(N2CCN(S(=O)(=O)CCNC(=O)/C=C/c3ccc4c(c3)OCO4)CC2)cc1 | i | 58.6
O=C(NCC(=O)N1CCN(C(=O)c2ccccc2)CC1)c1ccccc1 | i | 33.0
N#Cc1c(-c2ccc([N+](=O)[O-])cc2)nc2n(c1=O)CCS2 | i | 51.0
COc1ccc(Cl)cc1NC(=O)CN(C)C(=O)CCSc1ccc(C)cc1 | i | 38.0
CCCn1nc(C(=O)Nc2nnc(C3CC3)s2)c2ccccc2c1=O | i | 36.7
CC1=C(/C=C/C(C)=C/C=C/C(C)=C\C(=O)O)C(C)(C)CCC1 | i | 28.0
COc1ccc(C2=CC(=O)CC(C)(C)C2)cc1 | i | 33.1
CN1CCN(S(=O)(=O)c2ccc(Nc3ccc(F)cc3)nc2)CC1 | i | 61.1
CCCCN(C(=O)c1cccs1)C1CCS(=O)(=O)C1 (stereo unspecified) | i | 31.7
CN1CCN(C2Cc3ccc(Cl)cc3Sc3ccc(F)cc32)CC1 (stereo unspecified) | i | 28.4
CCCC(C)NC(=O)Cc1ccc(S(=O)(=O)N2CCOCC2)s1 (stereo unspecified) | i | 18.2
CC(OC(=O)c1cccc([N+](=O)[O-])c1)C(=O)N1CCc2ccccc21 (stereo unspecified) | i | 35.7
CCOc1ccc(NC(=O)CN(C)C(=O)c2cn3ccccc3n2)cc1OCC | i | 32.2
COc1ccc(Nc2nnc(SC(C)C(=O)NC3CC3)s2)cc1 (stereo unspecified) | i | 37.2
O=C1N[C@@H](Cc2ccccc2)C(=O)N2[C@@H]3N(S(=O)(=O)c4ccccc4)c4ccccc4[C@]3(Br)C[C@@H]12 | i | 25.1
Cc1noc(C)c1NC(=O)Nc1ccc2c(c1)C(=O)N([C@H](C)CO)C[C@H](C)[C@@H](CN(C)C(=O)NC(C)C)O2 | i | 3.9
O=C(Nc1nnc(-c2ccc(Br)cc2)o1)c1ccco1 | i | 17.9
CN(C)c1ccc(O)c2c1CC1CC3C(N(C)C)C(=O)C(C(N)=O)=C(O)[C@@]3(O)C(=O)C1=C2O (stereo partly specified) | i | 18.5
Cc1c(CC(=O)O)c(=O)oc2cc(OCc3ccc(Cl)cc3)ccc12 | i | 35.0
COc1ccc([C@H]2CC(=O)C=C(c3cccc(CO)c3)C2)cc1 | i | 43.9
N#Cc1ccccc1Oc1ccc(S(=O)(=O)N2CCCCC2)cn1 | i | 40.0
Nc1ccc(S(=O)(=O)NCC(=O)OC2CCOC2=O)cc1[N+](=O)[O-] (stereo unspecified) | i | 36.2
CN1CCN(S(=O)(=O)c2cccc(C(=O)NC3(C)CCS(=O)(=O)C3)c2)CC1 (stereo unspecified) | i | 40.6
CC1CC(C)CN(C(=O)c2ccc3c(c2)OCCO3)C1 (stereo unspecified) | i | 31.7
CCOc1ccc(Cn2nnc(-c3ccc(S(C)(=O)=O)cc3)n2)cc1OCC | i | 15.9
Cc1ccc(C)c(NC(=O)CN(C)C(=O)CC2OC(=O)c3ccccc32)c1 (stereo unspecified) | i | 53.2
COc1ccc(C(=O)COC(=O)CNC(=O)c2ccccc2)cc1F | i | 30.2
O=C(COc1ccc(Cl)cc1)Nc1cccc(S(=O)(=O)NCc2ccco2)c1 | i | 9.8
O=C(NC1CC(=O)N(c2ccc(F)cc2)C1)C(=O)c1c[nH]c2ccccc12 (stereo unspecified) | i | 47.4
CC1c2cc3c(cc2CCN1CC(=O)Nc1ccccc1)OCCCO3 (stereo unspecified) | i | 29.1
CN(C)C(CNC(=O)c1ccc(S(=O)(=O)Nc2cccc(C(F)(F)F)c2)cc1)c1ccco1 (stereo unspecified) | i | 23.5
CCOC(=O)C1CCCN(C(=O)c2ccc(C(=O)c3ccccc3)cc2)C1 (stereo unspecified) | i | 39.8
O=C1CC2(CCN(C(=O)c3ccc(Br)cc3)CC2)Oc2ccccc21 | i | 26.8
COc1ccc(S(=O)(=O)N2CCOCC2)cc1NC(=O)CN1C(=O)NC2(CCCCC2C)C1=O (stereo unspecified) | i | 3.1

Source: PubChem (NMMLSC)

These rows are one share of the data; the hit share may differ from the screen's.
